# Compound activity as filed in PubChem BioAssay.
# Glioma ERSR ind: induces the endoplasmic reticulum stress response in human glioma cells | 420,000 compounds, 0.02% hits | Potency, µM, inactives show top-dose activation, hits mostly activators | U87-MG GRP78 promoter luciferase reporter, 16 h; note: potency is the fitted concentration of half-maximal effect; series mostly up to about 76 µM; % of control where 0% means no effect; nearly all actives have a fitted effect of over 35% in size
#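 Stably transfected U87-MG human glioma cells carrying a GRP78-based luminescent sensor were seeded at 1000 cells/well, pin-dosed with compounds and incubated 16 h. Luciferase reagent was then added, and end-point luminescence was read after 10 min at room temperature.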
# PI4K2A block: PI4K2A (human) kinase inhibition. Q9BTU6. activity change, negative = inhibition, % at 76.9 µM. purified PI4K2A, ADP-Glo luminescence, 1 h; hits give low values. 420,000 compounds, 0.13% hits; in the data active = activity change below about -50%; inconclusive = mostly about -30% to -49%;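 note: -100% = wells without enzyme as full effect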
#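 PI4K2A activity was measured by ADP-Glo luminescence: enzyme (4 ug/mL stock) and phosphatidylinositol (1.2 mM stock) in Tris pH 7.5/MgCl2/EGTA/Triton X-100 buffer were reacted with ATP (300 microM stock) for one hour at ambient temperature.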
# TrxR1 substrate: rat thioredoxin reductase 1 substrate activity; 390,000 compounds, 0.01% hits; purified TrxR1 substrate turnover, NADPH consumption readout; Potency, µM (series often up to 114 µM), without a hit: at the top dose activity change, negative = substrate turnover; O89049; note: potency is the fitted concentration of half-maximal effect; % is set by controls: 0 for no effect and ±100 for the full control effect; nearly all actives have a fitted effect of over 50% in size
#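 Rat TrxR1, dispensed at 90 nM, was prereduced with 400 uM NADPH (final) for 5 min at ~22 deg C, then incubated with compound 15 min before 400 uM selenite. A first-read NADPH fluorescence drop versus no-compound background flagged substrates.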
# Vif-A3F inh: Vif-A3F binding inhibition | AID 602313 | HeLa A3F-eYFP + Vif (tagged APOBEC3F with the HIV-1 protein that degrades it), YFP fluorescence increase | Potency, µM (highest dose often 46.1 µM), for the others: at the highest dose activity, negative = active | 390,000 compounds, 0.2% hits; note: potency is the fitted concentration of half-maximal effect; % of control where 0% means no effect; nearly all actives have a fitted effect of over 65% in size
#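 Fluorescence increase (Ex 488/Em 500-530) after overnight compound treatment at 37 deg C flags inhibition of Vif-driven A3F-eYFP loss in stable HeLa A3F-eYFP/Vif cells seeded overnight beforehand.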
# IDH1 R132H inh: blocks human mutant IDH1 R132H enzyme; O75874; IDH1-R132H enzyme, NADPH consumption, diaphorase/resazurin fluorescence; Potency, µM (top dose mostly 76.6 µM), for inactives: at the highest dose activity change, negative = inhibition, actives largely listed as inhibitors; 390,000 compounds, 0.093% hits; AID 602179; note: potency is the fitted concentration of half-maximal effect; % is set by controls: 0 for no effect and ±100 for the full control effect; nearly all actives have a fitted effect of over 65% in size
#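 IDH1-R132H (0.5 ug/mL dispensed) in pH 7.5 Tris buffer was preincubated 30 min with compound, then given a substrate mix of 0.016 mM NADPH and 2 mM alpha-KG for 80 min at room temperature; remaining NADPH was read by diaphorase/resazurin fluorescence.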
# Vif-APOBEC3G blk: Vif-A3G binding inhibition | Q9HC16 | HeLa A3G-eYFP + Vif (tagged APOBEC3G with the HIV-1 protein that degrades it), YFP fluorescence, overnight | Potency, µM (series often up to 46.1 µM), inactives show at the top dose activity, negative = active, actives largely listed as inhibitors | 410,000 compounds, 0.076% hits;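 note: potency is the fitted concentration of half-maximal effect; % is set by controls: 0 for no effect and ±100 for the full control effect; nearly all actives have a fitted effect of over 60% in size; hits raise eYFP signal because A3G escapes Vif-driven loss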
#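 Read-out is eYFP fluorescence (Ex 488/Em 500-530) from Vif-expressing HeLa A3G-eYFP cells; more signal means A3G escaped Vif-mediated degradation. Cells plated overnight, compound pinned in, incubated overnight at 37 deg C.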
# RXFP1 agonist: activates the human relaxin receptor RXFP1. HEK293T-RXFP1 cAMP TR-FRET, 30 min; response scale: percent of porcine relaxin response, buffer zero. Potency, µM (series often up to 57.5 µM), for inactives: at the highest dose activation, actives largely listed as activators. AID 2676. Q9HBX9. 370,000 compounds, 0.3% hits; note: potency is the fitted concentration of half-maximal effect; % is set by controls: 0 for no effect and ±100 for the full control effect; nearly all actives have a fitted effect of over 60% in size; many of its hits are not listed in these tables
# Target sequence (Q9HBX9 whole entry, looked up): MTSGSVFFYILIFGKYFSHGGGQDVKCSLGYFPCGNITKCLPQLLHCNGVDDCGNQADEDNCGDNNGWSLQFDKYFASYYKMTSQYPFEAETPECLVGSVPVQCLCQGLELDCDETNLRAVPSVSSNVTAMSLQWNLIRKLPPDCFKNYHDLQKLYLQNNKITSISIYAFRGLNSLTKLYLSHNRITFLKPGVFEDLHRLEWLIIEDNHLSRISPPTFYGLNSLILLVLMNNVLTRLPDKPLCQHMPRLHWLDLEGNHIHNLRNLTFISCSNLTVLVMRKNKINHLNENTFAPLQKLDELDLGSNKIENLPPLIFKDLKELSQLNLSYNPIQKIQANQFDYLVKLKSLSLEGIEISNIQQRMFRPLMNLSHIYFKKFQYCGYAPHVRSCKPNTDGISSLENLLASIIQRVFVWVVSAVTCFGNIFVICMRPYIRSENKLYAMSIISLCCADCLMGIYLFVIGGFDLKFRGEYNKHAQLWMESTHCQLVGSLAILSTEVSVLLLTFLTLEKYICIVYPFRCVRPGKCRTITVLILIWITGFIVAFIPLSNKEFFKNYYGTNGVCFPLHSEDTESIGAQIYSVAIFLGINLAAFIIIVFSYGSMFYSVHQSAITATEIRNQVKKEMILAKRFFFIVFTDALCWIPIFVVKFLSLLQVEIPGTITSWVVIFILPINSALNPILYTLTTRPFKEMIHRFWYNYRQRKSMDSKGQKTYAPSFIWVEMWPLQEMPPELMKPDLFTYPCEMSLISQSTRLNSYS
#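 HEK293T cells stably expressing RXFP1 were pretreated with the PDE4 inhibitor Ro 20174, exposed to compounds for 30 min at 37C, lysed, and cAMP was read by TR-FRET. Data normalized to buffer (basal) and 29 nM porcine relaxin (100%).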
# USP1-UAF1 inh: inhibitors of human USP1/UAF1 deubiquitinase. AID 743255. 390,000 compounds, 0.23% hits. recombinant USP1/UAF1, Ub-Rhodamine cleavage fluorescence. O94782. Potency, µM (titrated, usually from 57.1 µM), without a hit: at the highest dose activity change, negative = inhibition, actives largely listed as inhibitors; note: potency is the fitted concentration of half-maximal effect; % is set by controls: 0 for no effect and ±100 for the full control effect; nearly all actives have a fitted effect of over 60% in size; inactives centre near -12
#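 High-throughput fluorogenic screen: 1nM USP1/UAF1 complex, Ub-Rho substrate 150nM final, 50mM HEPES pH 7.8 with 0.5mM EDTA, 0.1 mg/ml BSA, 1mM TCEP and 0.01% Tween-20.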
# LDHA block: inhibitors of human lactate dehydrogenase A. purified LDHA, NADH/diaphorase-resazurin fluorescence; hits give low values. activity change, % (values are at about 110 or 230 µM). 480,000 compounds, 0.15% hits; in the data active = activity change below about -30%; inconclusive = mostly about -25% to -30%;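 note: plate controls were DMSO wells for no effect and wells without enzyme for full effect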
#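 Resorufin fluorescence (ex540/em590), read at 0 and 20 min after diaphorase/resazurin addition, reports the NADH left after a 5 min room-temperature reaction of 2 nM human LDH5 with 0.06 mM NADH and 0.2 mM pyruvate.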
# Starred values were filed as active, the others as inactive; ? = inconclusive; · = no result given; & = joins results of further samples; [ ] = dose if it differs, or a comment. Unless noted, calls come from the whole dose curve; as a rule, active = well fitted curve in the direction sought with a large enough effect; inconclusive = small, poorly fitted or top-dose-only effect, or another doubt; inactive = no such curve, though single readings can be large; an effect the other way counts as inactive or inconclusive.
cpd	mol	Glioma ERSR ind	PI4K2A block	TrxR1 substrate	Vif-A3F inh	IDH1 R132H inh	Vif-APOBEC3G blk	RXFP1 agonist	USP1-UAF1 inh	LDHA block
1	COc1ccc(CCNc2nnc(Sc3nnnn3-c3ccccc3)s2)cc1OC	-6%	16	1%[57.1 µM]	-7%	0%	?	1.6%	-7%	3
2	COC(=O)c1ccc(NC(=O)c2cc3c(CO)cnc(C)c3oc2=Nc2cccc(C(N)=O)c2)cc1	5%	0	13%[57.1 µM]	-8%	11%	-1%	-0.8%	?	-4
3	COc1cccc(C(=O)/C=C2\Sc3ccccc3N2C)c1	-7%	-9	-4%[57.1 µM]	-2%	18%	-6%	2.4%	-6%	-5
4	Cc1cc(C)cc(N(C(C)C(=O)NCc2ccc3c(c2)OCO3)S(C)(=O)=O)c1 (stereo not drawn)	-4%	-2	5%	0%	8%	5%	0.6%	-11%	-5
5	COc1ccccc1CNC(=O)CCS(=O)(=O)c1ccc2c(c1)CC(C)N2C(=O)C1CC1 (stereo not drawn)	0%&-2%	-4&5	6%&5%	-6%&0%	2%&4%	-24%&-22%	2.9%&1.7%	-18%&-6%	-3&3
6	CCOc1cc(/C=N/NC(=O)Cc2ccc(C(F)(F)F)cc2[N+](=O)[O-])ccc1O	-4%	9	-1%	4%	7%	-1%	-0.1%	-18%	0
7	CC(C)CCn1c(=O)c2sccc2n2c(CCCC(=O)NCc3ccc(F)cc3)nnc12	3%	-2	4%	0%	-7%	-3%	1.3%	-8%	2
8	Cc1cc(OCC(=O)NNC(=S)NC(=O)c2ccc(Br)o2)ccc1Cl	-2%	-1	4%	-6%	-14%	0%	-3.1%	-32%	0
9	O=C(Nc1ccc(Oc2ccc(Br)cc2)cc1)C1=CC=CN2CCS(=O)(=O)N=C12	-3%	1	4%	-1%	0%	-9%	2.4%	-12%	-1
10	COc1ccc(NC(=S)N2CCC(NC(=O)c3ccccc3C)CC2)cc1	-4%	-4	6%	-18%	-5%	0%	0.1%	-10%	-4
11	COC(=O)c1ccc2nc(-c3ccc(S(C)(=O)=O)cc3)cn2c1	8%	3	45%[activator][57.1 µM]	2%	2%	0%	25%	-5%	-1
12	O=C(Nc1ccc(CN2CCOCC2)cc1)c1ccc(-c2cc(Cl)ccc2Cl)o1	-8%	6	0%[57.1 µM]	-4%	1%	1%	1.6%	-14%	0

# Another view of 2 compounds above.
# Results follow in this order: Glioma ERSR ind	PI4K2A block	TrxR1 substrate	Vif-A3F inh	IDH1 R132H inh	Vif-APOBEC3G blk	RXFP1 agonist	USP1-UAF1 inh	LDHA block
[10] COc1ccc(NC(=S)N2CCC(NC(=O)c3ccccc3C)CC2)cc1
→ -4%	-4	6%	-18%	-5%	0%	0.1%	-10%	-4
[11] COC(=O)c1ccc2nc(-c3ccc(S(C)(=O)=O)cc3)cn2c1
→ 8%	3	45%[activator][57.1 µM]	2%	2%	0%	25%	-5%	-1

# The listing picks up; the five compounds before the break are reprinted first.
cpd	mol	Glioma ERSR ind	PI4K2A block	TrxR1 substrate	Vif-A3F inh	IDH1 R132H inh	Vif-APOBEC3G blk	RXFP1 agonist	USP1-UAF1 inh	LDHA block
8	Cc1cc(OCC(=O)NNC(=S)NC(=O)c2ccc(Br)o2)ccc1Cl	-2%	-1	4%	-6%	-14%	0%	-3.1%	-32%	0
9	O=C(Nc1ccc(Oc2ccc(Br)cc2)cc1)C1=CC=CN2CCS(=O)(=O)N=C12	-3%	1	4%	-1%	0%	-9%	2.4%	-12%	-1
10	COc1ccc(NC(=S)N2CCC(NC(=O)c3ccccc3C)CC2)cc1	-4%	-4	6%	-18%	-5%	0%	0.1%	-10%	-4
11	COC(=O)c1ccc2nc(-c3ccc(S(C)(=O)=O)cc3)cn2c1	8%	3	45%[activator][57.1 µM]	2%	2%	0%	25%	-5%	-1
12	O=C(Nc1ccc(CN2CCOCC2)cc1)c1ccc(-c2cc(Cl)ccc2Cl)o1	-8%	6	0%[57.1 µM]	-4%	1%	1%	1.6%	-14%	0
13	COC(=O)c1cc2c(C)nn(-c3ccccc3)c2s1	-3%	-3	15%[57.1 µM]	0%	2%	0%	3.9%	-11%	-5
14	Cc1ccc(CCNC(=O)CCCn2c(=O)c3ccccc3n(Cc3ccccc3C)c2=O)cc1	-2%	2	2%	0%	0%	-5%	3.2%	?	5
15	CCCN(C(=O)CN1C(=O)NC2(CCCCCC2)C1=O)C1CCS(=O)(=O)C1 (stereo not drawn)	-5%	6	7%[57.1 µM]	5%	-4%	0%	-0.3%	-5%	-3
16	O=C(Cn1cnc2ccccc2c1=O)Nc1ccc2c(c1)OCO2	9%	-1	-1%	0%	3%	-1%	3.1%	-11%	3
17	COc1cccc(CSc2nnc(-c3ccncc3)n2N)c1	-1%	1	13%[57.1 µM]	-6%	1%	0%	2.2%	-11%	-12
18	O=C1N2c3ccccc3CCc3cccc(c32)C1(O)C(F)(F)F (stereo not drawn)	1%	-1	-5%[57.1 µM]	-16%	-2%	-12%	1.4%	-9%	3
19	Cc1ccc(N(CC(=O)N2CCCCCC2)S(C)(=O)=O)c(C)c1	-2%	0	·	-5%	-7%	0%	·	4%	-13
20	COc1ccc(C(=O)NCCNC(C)=O)cc1S(=O)(=O)NCc1ccc(Cl)cc1	-2%	0	-2%	2%	3%	-6%	-0.5%	-15%	0
21	CCN(CC)CCSc1nnc2c3cc(F)ccc3n(Cc3ccccc3)c2n1	-5%	-2	-6%[57.1 µM]	-2%	-6%	3%	4.2%	-2%	-2
22	CCc1ccc(N=c2c([N+](=O)[O-])nn(-c3ccc4c(c3)OCCO4)n2O)cc1	2%	0	4%[57.1 µM]	-27%	-1%	-3%	-0.1%	-14%	2
23	O=C(Nn1c(O)c(C=C2N=c3ccccc3=N2)sc1=S)c1ccccc1Cl	-4%	1	-10%	-193%	8%	-109%	3.5%	-5%	2
24	CCOC(=O)N1CCN(S(=O)(=O)c2ccc(C(=O)Nc3sc4c(c3C(N)=O)CC(C)(C)NC4(C)C)cc2)CC1	-3%	6	-2%	5%	17%	6%	-1.1%	-20%	-2
25	O=C(Nc1ccccc1)N1CCN2C(=O)c3ccccc3C12c1ccccc1 (stereo not drawn)	-4%	-1	-6%	-1%	1%	1%	-1.3%	-13%	-3
26	Cc1[nH]nc2c1/C(=N\O)CC(C)(C)C2	-6%	7	12%[57.1 µM]	-3%	9%	1%	-0.1%	-13%	-5
27	O=C(Nc1ccccc1Cl)c1ccccc1Cc1ccccc1	-4%	1	-9%	1%	4%	-5%	2.5%	-15%	0
28	Cc1c(Cl)ccc2c(C(=O)Nc3cc(C(C)(C)C)on3)cc(-c3ccccn3)nc12	-7%	4	5%	0%	-4%	-2%	3.7%	-17%	-1
29	CN(CC(=O)Nc1cccc(F)c1)CC(=O)NC(c1ccccc1)c1ccccc1	-2%	3	-15%	-4%	-3%	0%	1.4%	-7%	2
30	N#CCSc1nc2ccccc2c(=O)n1CCC(=O)NCCc1ccccc1	3%	1	3%	-3%	-7%	-3%	2.2%	-6%	0
31	CCOC(=O)Cc1csc(SCC(=O)Nc2oc(C)c3c(C)n[nH]c(=O)c23)n1	-3%	-4	-7%	-3%	-8%	2%	3.1%	-7%	4
32	O=C(NCc1cccnc1)C(=O)NCC(c1cccnc1)N1CCN(c2ccc(F)cc2)CC1 (stereo not drawn)	-3%	0	-6%	-2%	15%	3%	3.1%	5%	0
33	CC(OC(=O)CCCN=C1NS(=O)(=O)c2ccccc21)C(=O)Nc1ccc(F)c(F)c1F (stereo not drawn)	-4%	-6	-6%	-5%	12%	2%	2.3%	-17%	-5
34	COc1ccccc1N1CCN(C2CCCN(Cc3c(F)cccc3F)C2)CC1 (stereo not drawn)	-3%	1	10%	0%	1%	0%	1.8%	-20%	-2
35	CN(c1ccccc1)S(=O)(=O)c1ccc(C(=O)NCCc2ccccc2)cc1	9%	4	-2%	12%	-2%	3%	-0.1%	-19%	-12
36	Cc1ccccc1OCC(O)Cn1c(=N)n(CCN2CCOCC2)c2ccccc21 (stereo not drawn)	-3%&-2%	0&-5	-10%&-2%	6%&5%	5%&-10%	1%&2%	-0.9%&1.3%	-2%&-19%	-4&-4
37	COc1ccc2oc(=O)c(C(=O)N3CCCC3)cc2c1	-3%	0	121%[activator]	-9%	-1%	0%	0.8%	-7%	-9
38	COc1cccc(C2=NOC(C(=O)Nc3c(C)n(C)n(-c4ccccc4)c3=O)C2)c1 (stereo not drawn)	-1%	5	-5%	0%	5%	1%	-2.1%	-13%	-2
39	COc1ccccc1/C=C(/C(=O)OCC(N)=O)c1ccccc1	-2%	-1	-7%	0%	-14%	-4%	-0.7%	-21%	-15
40	CCC1(C)Cc2ccccc2-c2nc(SC)[nH]c(=O)c21 (stereo not drawn)	-3%	-6	-10%	-26%	0%	-24%	0.0%	-3%	-9

# This is a subset, so the mix of outcomes need not match the whole.
